Source: PubChem
TMEM16A inh = mouse TMEM16A channel inhibition, primary screen | Q8BHY3 | HEK293 TMEM16A/YFP iodide influx fluorescence, ionomycin | normalized B-score (activity score, 25-100; higher = stronger inhibition) at 10 µM | 1.2% of 310,000 active;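 active = ratio plate-corrected score three or more library SD toward inhibition, starting fluorescence score within five deviations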;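 also: score derived from kinetic fluorescence span divided by baseline fluorescence per well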
Target sequence (Q8BHY3 whole entry, looked up): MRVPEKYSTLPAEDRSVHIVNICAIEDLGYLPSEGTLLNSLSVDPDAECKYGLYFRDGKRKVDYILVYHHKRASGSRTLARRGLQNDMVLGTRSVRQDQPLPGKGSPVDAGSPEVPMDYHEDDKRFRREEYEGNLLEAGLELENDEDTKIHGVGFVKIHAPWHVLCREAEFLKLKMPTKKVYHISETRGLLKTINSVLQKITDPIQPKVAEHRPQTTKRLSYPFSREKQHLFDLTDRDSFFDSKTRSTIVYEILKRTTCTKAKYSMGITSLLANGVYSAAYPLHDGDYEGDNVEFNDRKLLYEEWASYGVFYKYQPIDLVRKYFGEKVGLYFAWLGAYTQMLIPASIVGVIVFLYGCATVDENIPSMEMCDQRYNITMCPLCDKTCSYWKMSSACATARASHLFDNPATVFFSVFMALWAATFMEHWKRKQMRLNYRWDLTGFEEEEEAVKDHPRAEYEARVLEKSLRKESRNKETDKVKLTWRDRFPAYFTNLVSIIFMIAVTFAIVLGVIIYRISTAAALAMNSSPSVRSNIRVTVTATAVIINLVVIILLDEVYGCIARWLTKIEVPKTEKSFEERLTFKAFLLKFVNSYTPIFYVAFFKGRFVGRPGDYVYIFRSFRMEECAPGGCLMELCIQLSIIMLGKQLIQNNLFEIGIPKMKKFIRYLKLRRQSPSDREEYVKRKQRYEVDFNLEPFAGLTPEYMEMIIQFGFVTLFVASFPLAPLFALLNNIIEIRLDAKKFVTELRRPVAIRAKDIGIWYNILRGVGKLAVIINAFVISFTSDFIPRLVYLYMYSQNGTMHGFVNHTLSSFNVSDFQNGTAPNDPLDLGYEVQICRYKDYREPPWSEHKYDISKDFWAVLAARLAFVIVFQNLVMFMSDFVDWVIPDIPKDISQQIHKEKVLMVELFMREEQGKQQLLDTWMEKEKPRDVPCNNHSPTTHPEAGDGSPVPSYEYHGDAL
MrgX1 antag = human MrgX1 receptor antagonism, primary screen; Q96LB2; MRGX1-HEK293 calcium flux, Fluo-4, BAM8-22 antagonism; active compounds read low; B-score at 10 µM; 1.3% of 310,000 active; AID 588676;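 active = calcium-response B-score plate-corrected more than 3 library SD below zero, starting fluorescence within 5 deviations, no agonist response on first addition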;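 also: peak minus trough fluorescence over baseline after final BAM8-22 challenge near maximal dose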
RGS4 pot = RGS4 potentiation or activation; HEK293 M3R/inducible RGS4, carbachol calcium flux Fluo4; active compounds read low; B-score at 10 µM; 0.92% of 310,000 active;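 active = B-score of the integrated calcium signal more than 4 SD below the library mean, with starting fluorescence not abnormally high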;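 also: negative B-score means reduced calcium response which marks RGS4 activation or potentiation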
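System – HEK293 FlpIn-TREx cells, stable M3R, doxycycline-inducible RGS4 · Reagent – ECmax carbachol challenge · Times – compound preincubation 20 min at room temperature before agonist · Technique – Fluo4 fluorescence kinetic imaging of calcium · Measure – B score of integrated Fluo4 ratio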
RGS4 inh = human RGS4 inhibition; HEK293 M3R/RGS4 inducible, Fluo-4 calcium flux; active compounds read high; triggered by carbachol at its EC20; B-score at 10 µM; 0.45% of 310,000 active; AID 463165;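 active = B-score, a plate-corrected calcium signal, over three deviations above library mean, with baseline fluorescence within five deviations of library mean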;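 also: RGS4 expression induced by doxycycline in cells with stable M3 receptor; B-score is computed from the integrated fluorescence ratio over baseline after carbachol; higher B-score means a larger calcium signal and so more RGS4 inhibition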
MrgX1 PAM = allosterically activates human MrgX1 receptor signaling; Q96LB2; MrgX1-HEK293, Fluo-4 calcium flux, FDSS; active compounds read high; B-score at 10 µM; 0.63% of 310,000 active; AID 588675;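 active = plate-corrected calcium response at least 3 library SD above typical, normal starting fluorescence, not activating the receptor alone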;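 also: compound read alongside a low EC10 to EC30 dose of BAM8-22 agonist; peak minus trough fluorescence over baseline measured at the second addition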
SKKanGAS inh = inhibitors of SKKanGAS S. pyogenes growth in kanamycin (SK-promoter or general growth effect); 1.3% of 300,000 active; BacTiter-Glo, 6 h; inhibition, % at 7.5 µM;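 active = mean replicate score, as percent of positive control median, at least 50; inconclusive = mean below 50 but one replicate at or above 50; inactive = mean and every replicate below 50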;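 also: strain carries kanamycin resistance gene driven by streptokinase promoter and grows in 40 µg/ml kanamycin; loss of luminescence reflects streptokinase promoter inhibition or plain growth inhibition; 0% = median of DMSO wells and 100% = positive control at its reference dose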
TRPC6 act = mouse TRPC6 channel activation; Q61143; HEK293-TRPC6 membrane potential dye fluorescence; active compounds read high; B-score at 10 µM; 0.13% of 310,000 active; AID 2550;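 active = B-score of the integrated fluorescence ratio above library mean plus 3 SD, and starting fluorescence ratio within library mean plus 5 SD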;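 also: higher score means more depolarization so channel activation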
TRPC6 inh = blocks the mouse TRPC6 cation channel; HEK293-TRPC6, membrane potential dye, ACh-evoked depolarization; active compounds read low; B-score at 10 µM; 1.1% of 310,000 active;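 active = B-score under library mean minus 3 SD, initial fluorescence not abnormally high, positive integrated signal ratio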;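 also: B-score derived from integrated fluorescence ratio over the kinetic read; more negative B-score means stronger inhibition of depolarization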
HDAC3 inhib = inhibitors of human histone deacetylase 3; O15379; recombinant HDAC3, fluorogenic peptide/trypsin coupled, fluorescence; inhibition, % at 8.3 µM; 0.15% of 320,000 active; AID 2718; in the data active = inhibition above about 26%, passing the limit was not always enough; inconclusive = no clear call, values can overlap the other calls
ANO1 activ = activators or potentiators of mouse TMEM16A chloride channel | AID 623877 | Q8BHY3 | B-score at 10 µM | HEK293 TMEM16A/YFP-H148Q/I152L, iodide quench fluorescence; active compounds read low | 0.3% of 340,000 active;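 active = fluorescence-ratio B-score plate-corrected deviation score at least 3 library SD below zero, with starting fluorescence score within 5 deviations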;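 also: channel opened by trigger with iodide after compound preincubation; score built on the fluorescence ratio of max minus min over baseline; more negative score means more quench and so TMEM16A activation or potentiation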
MrgX1 agonist = activates human MrgX1 receptor signaling; MrgX1-HEK293 cells, Fluo-4 calcium fluorescence, agonist mode; active compounds read high; B-score at 10 µM; 0.44% of 310,000 active;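 active = calcium response B-score plate-corrected fluorescence ratio at least 3 library SD, with starting fluorescence B-score inside 5 SD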
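Test system: HEK293 cells stably expressing human MrgX1 receptor; amount: 15,000 cells per well; doses: compound delivered in addition one of three; times: overnight plating before 1 h dye loading; detection: Fluo-4 NW calcium-flux fluorescence, kinetic read; read-out basis: B-scored fluorescence response ratio; controls: positive and negative controls per plate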
* marks the source's active call; other numbers are inactive results; i = inactive; u = inconclusive; x = not tested or not shown. Compounds as they come. About 6.7% of those tested had a hit in this group.

SMILES	TMEM16A inh	MrgX1 antag	RGS4 pot	RGS4 inh	MrgX1 PAM	SKKanGAS inh	TRPC6 act	TRPC6 inh	HDAC3 inhib	ANO1 activ	MrgX1 agonist
COc1ccc(CNC(=O)c2c(F)c(F)c(F)c(F)c2F)cc1	i	i	i	i	i	1.5	i	i	-4.4	i	i
Cc1ccn2c(NCc3ccc4c(c3)OCO4)c(-c3ccc(O)cc3)nc2c1	i	i	i	i	i	3.9	i	i	2.7	i	i
CC(C)NC(=S)NC(=O)/C=C/c1cccc2ccccc12	i	i	i	i	i	0.0	i	i	11.4	-6.8*	i
Cc1ccc(P(C)(=O)c2ccc(C)cc2)cc1	i	i	i	i	i	1.6	i	i	-6.0	i	i
Cc1ccccc1Nc1nc(=O)c2cc([N+](=O)[O-])ccc2s1	i	i	i	i	i	4.3	i	i	5.6	i	i
O=C(CCN1CCc2ccccc2C1)Nc1ccc(F)cc1	i	i	i	i	i	-5.4	i	i	-1.1	i	i
CC(C)(C)n1nc2c(c1NC(=O)Cc1cccs1)CSC2	i	i	i	i	i	-0.2	i	i	-1.5	x	i
Cc1nc(N2CCOCC2)c(C#N)c2c1COC(C)(C)C2	i	i	i	i	i	1.2	i	i	-23.3	i	i
Cc1nonc1OC(C)CNCCNc1ccc([N+](=O)[O-])cc1 (stereo not drawn)	i	i	i	i	i	-2.1	i	i	5.9	i	i
CC(C)(C)NC(=O)CN(Cc1cccs1)C(=O)CN1C(=O)C(=O)c2ccccc21	i	i	i	i	i	-1.4	i	i	-2.0	i	i
CCOc1ccccc1N1CCN(C(=O)c2c(-c3c(F)cccc3Cl)noc2C)CC1	i	i	i	i	i	-0.5	i	i	4.2	i	i
COc1cccc(NC(=S)N2c3ccccc3CC2C)c1 (stereo not drawn)	i	i	i	i	i	2.7	i	i	-6.1	i	i
COc1ccccc1NS(=O)(=O)c1ccc(N2CCOCC2)c(NC(=O)c2ccco2)c1	i	i	i	i	i	-0.5	i	i	2.4	i	i
CC(C)=CCN1CCN(Cc2cc3ccccc3[nH]2)CC1CCO (stereo not drawn)	i	i	i	i	i	-2.9	i	i	-16.2	i	i
COc1c(O)cccc1-c1nnn(CCC(=O)OCC(=O)c2ccccc2)n1	i	i	i	i	i	-3.8	i	i	-0.7	i	i
CN(C)S(=O)(=O)c1cccc(-c2nn(-c3ccccc3)cc2/C=C2\SC(=S)NC2=O)c1	i	i	x	x	16.9*	x	x	x	-2.7	i	i
CCN(CC)Cc1cc(CC(C(N)=O)C(N)=O)ccc1OC	i	i	i	i	i	-3.6	i	i	4.9	i	i
CC(=O)c1ccc(N(CC(=O)NC2CCCC2)C(=O)CCC(=O)Nc2cc(C)on2)cc1	i	i	i	i	i	4.4	i	i	1.7	i	i
CCCn1nnnc1NCc1c(F)cccc1Cl	i	i	i	i	i	0.7	i	i	1.8	i	i
COc1cccc(C(=O)NCCS(=O)(=O)N2CC(C)CC(C)C2)c1 (stereo not drawn)	i	i	i	i	i	-3.8	i	i	1.8	i	i
O=C(CCNC(=O)c1ccc(Br)cc1)NCc1ccco1	i	i	i	i	i	0.1	i	i	6.6	i	i
C/C(=N\NC(=O)c1ccc(N(C)C)cc1)c1cccnc1	i	i	i	i	i	0.2	i	i	0.3	i	i
COC(=O)c1ccc(-c2ncc[nH]2)cc1	i	i	i	i	i	3.3	i	i	-79.5	i	i
CC(NC(=O)CSc1nc2c(cc1C#N)CN(C)CC2)c1ccccc1 (stereo not drawn)	i	i	i	i	i	-0.2	i	i	-0.6	i	i
Cc1ccc(S(=O)(=O)CCC(=O)N2CCc3ccccc32)cc1	i	i	i	i	i	2.8	i	i	6.7	i	i
COc1cc2c(cc1OC)C(C1C(=O)CC(C)(C)CC1=O)N(C(=O)CCl)CC2 (stereo not drawn)	i	i	i	i	i	-4.1	i	i	x	i	i
CCOC(=O)C(=CNc1nc(-c2ccccc2)c(C(=O)Nc2ccc(-c3ccccc3)cc2)s1)C(=O)OCC	i	i	i	i	i	-3.1	i	i	-7.7	i	i
CCCn1c(N)c(C(=O)COc2ccc(Br)cc2F)c(=O)n(C)c1=O	i	i	i	i	i	6.4	i	i	2.7	i	i
CC(=O)N1CCCc2cc(S(=O)(=O)CCC(=O)N3CCN(c4cccc(C)c4)C(C)C3)ccc21 (stereo not drawn)	i	i	i	i	i	-1.1	i	i	5.5	i	i
COc1ccc(-c2cn(Cc3ccc4c(c3)C(=O)c3ccccc3C4=O)nn2)cc1	i	i	i	i	i	1.5	i	i	7.2	i	i
CC(=O)c1ccc(NC(=O)CCNS(=O)(=O)c2cc(Br)cnc2N)cc1	i	i	i	i	i	2.3	i	i	3.3	i	i
COc1ccc(NC(=O)c2ccco2)cc1NC(=O)c1ccc(C#N)cc1F	i	i	i	i	i	-3.1	i	i	x	i	i
CCOC(=O)NNC(=O)CCn1c2c(c3ccccc31)CCCC2	i	i	i	i	i	-4.1	i	i	7.1	i	i
COc1ccc(/C=N/NC(=O)CC(=O)NCc2cccnc2)cc1	i	i	i	i	i	-2.5	i	i	6.7	i	i
COc1ccc2[nH]c(=O)c(CN(C(=O)c3ccncc3)C(C)C)cc2c1	i	i	i	i	i	-2.9	i	i	-4.4	i	i
Cc1ccc(S(=O)(=O)NCC(=O)N(CC2CCCO2)C(C(=O)NCC2CCCO2)C(C)C)cc1 (stereo not drawn)	i	i	i	i	i	2.7	i	i	3.9	i	i
CCCCn1c(N)c(N(CC(C)C)C(=O)c2cc(C)oc2C)c(=O)[nH]c1=O	i	i	i	i	i	20.7	i	i	2.6	i	i
Cc1ccc(S(=O)(=O)N2CCOCC2)cc1C(=O)OCCOc1cccc(Cl)c1	i	i	i	i	i	-3.8	i	i	-1.6	i	i
CCOC(=O)CC1C(=O)NCCN1S(=O)(=O)c1cc(Cl)c(Cl)cc1Cl (stereo not drawn)	i	i	i	i	i	-1.3	i	i	-8.4	i	i
c1ccc(-c2ccc3c(c2)NC(C2Nc4cc(-c5ccccc5)ccc4O2)O3)cc1 (stereo not drawn)	i	i	i	i	i	2.5	i	i	4.9	i	i
COc1ccc(-c2cn3cccnc3n2)cc1NC(=O)C1CCCC1	i	i	i	i	i	5.0	i	i	-9.1	i	i
Cc1cccc(C)c1NC(=S)N(CCN(C)C)C(C)c1cccnc1 (stereo not drawn)	i	i	i	i	i	-5.2	i	i	-2.3	i	i
CC1(C)OC(=O)C(=CNc2ccccn2)C(=O)O1	i	i	i	i	i	0.1	i	i	-3.0	i	i
O=C(Nc1cccc(N=Cc2cc(Br)cc(Br)c2O)c1)c1ccco1	i	i	i	i	i	16.9	i	i	0.5	i	i
COc1ccccc1NC(=O)CCc1nc(-c2cccs2)no1	i	i	i	i	i	7.3	i	i	4.7	i	i
Cc1nc(N2CCOCC2)nc(OCCN(C)C)c1[N+](=O)[O-]	i	i	i	i	i	-7.6	i	i	-5.1	i	i
COc1ccccc1Nc1nnc(SCC(=O)N2CCCC2=O)s1	i	i	i	i	i	5.8	i	-5.09*	1.0	i	i
CN(C)c1nc(F)c(F)c(S(=O)(=O)c2ccccc2)c1F	i	i	i	i	i	11.3	i	-5.26*	1.4	i	i
COc1ccc(C(CNC(=O)c2cc(C)oc2C)N2CCOCC2)cc1 (stereo not drawn)	i	i	i	i	i	4.9	i	i	-3.6	i	i
CC1CCN(CCCCOc2ccc(C(C)(C)C)cc2)CC1	i	i	-9.55*	i	i	-1.4	i	i	6.1	i	i
CCOC(=O)c1ccccc1NC(=O)COC(=O)c1cc([N+](=O)[O-])ccc1N1CCOCC1	i	i	i	i	i	11.8	i	i	3.5	i	i
CN(CC(=O)Nc1ccccc1Br)C(=O)c1cccnc1Nc1cccc(C(F)(F)F)c1	i	i	i	i	i	41.1	i	i	-1.1	i	i
COc1ccc(-c2c(C#N)c(N)n(N)c(=O)c2C#N)cc1Cl	i	i	i	i	i	1.4	i	i	2.3	i	i
COc1cc(OC)c(OC)cc1CNC(=O)c1cc(=O)c2ccccc2o1	i	i	i	i	i	2.5	i	i	-7.1	i	i
Cc1c(CN2CC[C@@H](N3CCN(c4ccccn4)CC3)[C@H](O)C2)[nH]c2ccc(F)cc12	i	i	i	i	i	-1.8	i	i	0.0	i	i
CC1=C(CC/C(C)=N/NC(N)=S)C(C)(C)CCC1	i	i	i	i	i	-5.8	i	i	6.4	i	i
CS(=O)(=O)N(CC(=O)Nc1ccc(Cl)c(Cl)c1)C1CCCCC1	i	i	i	i	i	-0.4	i	i	3.1	i	i
Cc1cc(C)c(NC(=O)COC(=O)C2CCC2)c(Cl)c1	i	i	i	i	i	7.7	i	i	-0.5	i	i
CC(C)c1nnc(NC(=O)CCS(=O)(=O)c2nc(-c3cccs3)cc(C(F)(F)F)n2)s1	i	i	i	i	i	-9.6	i	i	-5.8	i	i
C=CCNc1ncnc2c1cnn2-c1ccc(OC)cc1	i	i	i	i	i	7.3	i	i	3.4	i	i
Following part.
SMILES	TMEM16A inh	MrgX1 antag	RGS4 pot	RGS4 inh	MrgX1 PAM	SKKanGAS inh	TRPC6 act	TRPC6 inh	HDAC3 inhib	ANO1 activ	MrgX1 agonist
COc1ccc(C2(O)CCN(C(=O)NC3CCCCC3)CC2)cc1	i	i	i	i	i	15.3	i	i	10.6	i	i
O=C(Cn1cc(C(=O)c2cccs2)c2ccccc21)NC1CCCCC1	i	i	i	i	i	-8.7	i	i	7.9	i	i
COc1cc2ccccc2cc1C(=O)NCCCN1CCOCC1	i	i	i	i	i	-0.8	i	i	u	i	i
CC(=O)N1c2ccc(S(=O)(=O)NCC3CCC(C(=O)N4CC(C)CC(C)C4)CC3)cc2CC1C (stereo not drawn)	i	i	i	i	i	-1.0	i	i	-2.7	i	i
CCOC(=O)c1cc2c(ccn2C)n1CC(=O)Nc1ccc(F)cc1	i	i	i	i	i	16.3	i	i	-11.7	i	i
CCC(C)(C)NC(=O)C(c1cccnc1)N(C(=O)c1csnn1)c1ccc(C)cc1 (stereo not drawn)	i	i	i	i	i	2.5	i	i	0.2	i	i
Cc1cccc(N2CCN(C(=O)NC3CCCCC3)CC2C)c1 (stereo not drawn)	i	i	i	i	i	2.3	i	i	12.6	i	i
Cc1cccc(-c2nnc(SCC(=O)Nc3cc(C)on3)n2C)c1	i	i	i	i	i	-1.2	i	i	2.6	i	i
CCOC(=O)C(CC)n1cnc2c(oc3ccccc32)c1=O (stereo not drawn)	i	i	i	i	i	-3.1	i	i	3.6	i	i
